# RXFP1 agonist: agonists of human relaxin receptor RXFP1; Potency, µM (top dose mostly 57.5 µM), for inactives: at the top dose activation, usual class: activators; HEK293T-RXFP1 cAMP TR-FRET, 30 min; response scale: percent of porcine relaxin response, buffer zero; 370,000 compounds, 0.3% hits; Q9HBX9; note: potency is the fitted concentration of half-maximal effect; % is set by controls: 0 for no effect and ±100 for the full control effect; nearly all actives have a fitted effect of over 60% in size; many of its hits are not listed in these tables
#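 HEK293T cells stably expressing RXFP1 were pretreated with the PDE4 inhibitor Ro 20174, exposed to compounds for 30 min at 37C, lysed, and cAMP was read by TR-FRET. Data normalized to buffer (basal) and 29 nM porcine relaxin (100%).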
# LDHA block: inhibitors of human lactate dehydrogenase A; P00338; purified LDHA, NADH/diaphorase-resazurin fluorescence; hits give low values; activity change, % (values are at about 110 or 230 µM); 480,000 compounds, 0.15% hits; in the data active = activity change below about -30%; inconclusive = mostly about -25% to -30%;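 note: plate controls were DMSO wells for no effect and wells without enzyme for full effect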
#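 Resorufin fluorescence (ex540/em590), read at 0 and 20 min after diaphorase/resazurin addition, reports the NADH left after a 5 min room-temperature reaction of 2 nM human LDH5 with 0.06 mM NADH and 0.2 mM pyruvate.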
# Glioma ERSR ind: induces the endoplasmic reticulum stress response in human glioma cells; AID 602332; 420,000 compounds, 0.02% hits; U87-MG GRP78 promoter luciferase reporter, 16 h; Potency, µM, for inactives: at the highest dose activation, most hits filed as activators; note: potency is the fitted concentration of half-maximal effect; series mostly up to about 76 µM; % of control where 0% means no effect; nearly all actives have a fitted effect of over 35% in size
#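 ERSR induction read as luciferase luminescence (Bright-Glo, 10 min at room temperature) in stably transfected human U87-MG glioma cells exposed to compounds for 16 h, using GRP78 as sensor.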
# TrxR1 substrate: rat thioredoxin reductase 1 substrate activity; 390,000 compounds, 0.01% hits; Potency, µM (highest dose often 114 µM), for inactives: top-dose activity change, negative = substrate turnover; purified TrxR1 substrate turnover, NADPH consumption readout; O89049; AID 588456; note: potency is the fitted concentration of half-maximal effect; % is set by controls: 0 for no effect and ±100 for the full control effect; nearly all actives have a fitted effect of over 50% in size
#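 Rat TrxR1, dispensed at 90 nM, was prereduced with 400 uM NADPH (final) for 5 min at ~22 deg C, then incubated with compound 15 min before 400 uM selenite. A first-read NADPH fluorescence drop versus no-compound background flagged substrates.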
# PI4K2A inh: inhibitors of human PI4K2A. activity change, negative = inhibition, % at 76.9 µM. purified PI4K2A, ADP-Glo luminescence, 1 h; hits give low values. 420,000 compounds, 0.13% hits. AID 1346378; in the data active = activity change below about -50%; inconclusive = mostly about -30% to -49%;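 note: -100% = wells without enzyme as full effect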
# Target sequence (Q9BTU6 whole entry, looked up): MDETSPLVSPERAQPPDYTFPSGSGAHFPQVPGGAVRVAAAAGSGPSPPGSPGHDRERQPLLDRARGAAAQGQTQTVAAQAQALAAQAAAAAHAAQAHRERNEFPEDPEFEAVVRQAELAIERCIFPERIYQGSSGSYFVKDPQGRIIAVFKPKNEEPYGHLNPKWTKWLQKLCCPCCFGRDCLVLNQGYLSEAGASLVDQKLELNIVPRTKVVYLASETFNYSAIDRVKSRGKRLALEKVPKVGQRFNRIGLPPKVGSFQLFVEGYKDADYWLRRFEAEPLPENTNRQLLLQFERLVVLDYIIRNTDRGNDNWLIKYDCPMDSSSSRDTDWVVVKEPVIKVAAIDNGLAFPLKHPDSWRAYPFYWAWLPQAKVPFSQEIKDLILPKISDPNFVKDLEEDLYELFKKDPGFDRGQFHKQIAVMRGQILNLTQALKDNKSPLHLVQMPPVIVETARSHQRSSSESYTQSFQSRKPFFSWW
#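 Compounds are screened against recombinant PI4K2A using PI as substrate and ATP, the latter dispensed at 300 microM. Reactions run one hour at ambient temperature before ADP-Glo detection; full inhibition defined by wells lacking enzyme.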
# USP1-UAF1 inh: USP1/UAF1 (human) deubiquitinase inhibition; O94782; recombinant USP1/UAF1, Ub-Rhodamine cleavage fluorescence; Potency, µM (doses to about 57.1 µM), for inactives: at the top dose activity change, negative = inhibition, actives largely listed as inhibitors; 390,000 compounds, 0.23% hits; AID 743255; note: potency is the fitted concentration of half-maximal effect; % is set by controls: 0 for no effect and ±100 for the full control effect; nearly all actives have a fitted effect of over 60% in size; inactives centre near -12
#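 USP1/UAF1 complex at 1 nM was preincubated with compound for 15 min at room temperature, then Ub-Rho substrate (150nM final) was added. Fluorescence (480/540 nm) was read kinetically, 6 reads every 60 seconds.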
# Vif-APOBEC3G blk: inhibitors of Vif-APOBEC3G interaction | Q9HC16 | HeLa A3G-eYFP + Vif (tagged APOBEC3G with the HIV-1 protein that degrades it), YFP fluorescence, overnight | Potency, µM (series often up to 46.1 µM), for the others: at the top dose activity, negative = active, most hits filed as inhibitors | 410,000 compounds, 0.076% hits;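 note: potency is the fitted concentration of half-maximal effect; % is set by controls: 0 for no effect and ±100 for the full control effect; nearly all actives have a fitted effect of over 60% in size; hits raise eYFP signal because A3G escapes Vif-driven loss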
# Target sequence (Q9HC16 whole entry, looked up): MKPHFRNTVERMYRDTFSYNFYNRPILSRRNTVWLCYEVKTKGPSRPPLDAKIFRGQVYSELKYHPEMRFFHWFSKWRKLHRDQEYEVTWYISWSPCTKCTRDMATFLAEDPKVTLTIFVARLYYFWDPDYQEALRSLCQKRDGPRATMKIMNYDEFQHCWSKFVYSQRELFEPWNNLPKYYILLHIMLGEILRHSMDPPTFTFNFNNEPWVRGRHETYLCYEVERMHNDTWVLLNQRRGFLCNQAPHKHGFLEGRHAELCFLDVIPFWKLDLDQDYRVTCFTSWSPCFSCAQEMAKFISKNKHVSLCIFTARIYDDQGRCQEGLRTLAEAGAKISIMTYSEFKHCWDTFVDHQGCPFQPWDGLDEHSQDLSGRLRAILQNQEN
#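 HeLa cells stably expressing Vif and C-terminally eYFP-tagged A3G, seeded overnight at 37 deg C, then exposed to compound by pintool overnight at 37 deg C. Rise in yellow fluorescence (Ex 488/Em 500-530, Acumen) marks blocked Vif-driven A3G degradation.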
# Vif-APOBEC3F blk: blocks the Vif interaction with APOBEC3F; Potency, µM (series often up to 46.1 µM), for the others: at the top dose activity, negative = active; 390,000 compounds, 0.2% hits; HeLa A3F-eYFP + Vif (tagged APOBEC3F with the HIV-1 protein that degrades it), YFP fluorescence increase; AID 602313; note: potency is the fitted concentration of half-maximal effect; % of control where 0% means no effect; nearly all actives have a fitted effect of over 65% in size
#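 HeLa cells stably expressing Vif plus C-terminally eYFP-tagged A3F were seeded, incubated overnight at 37 deg C, dosed with compound, incubated overnight again at 37 deg C. Yellow fluorescence (Ex 488/Em 500-530) reported blocked Vif-mediated A3F-eYFP degradation.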
# IDH1 R132H inh: inhibitors of human mutant IDH1 R132H. AID 602179. IDH1-R132H enzyme, NADPH consumption, diaphorase/resazurin fluorescence. 390,000 compounds, 0.093% hits. O75874. Potency, µM (highest dose often 76.6 µM), for inactives: at the top dose activity change, negative = inhibition, actives largely listed as inhibitors; note: potency is the fitted concentration of half-maximal effect; % is set by controls: 0 for no effect and ±100 for the full control effect; nearly all actives have a fitted effect of over 65% in size
#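 IDH1-R132H (0.5 ug/mL dispensed) in pH 7.5 Tris buffer was preincubated 30 min with compound, then given a substrate mix of 0.016 mM NADPH and 2 mM alpha-KG for 80 min at room temperature; remaining NADPH was read by diaphorase/resazurin fluorescence.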
# * marks the source's active call; other numbers are inactive results; ? = inconclusive; nt = no result given; [ ] = remark or other dose. Unless noted, calls come from the whole dose curve; as a rule, active = well fitted curve in the direction sought with a large enough effect; inconclusive = small, poorly fitted or top-dose-only effect, or another doubt; inactive = no such curve, though single readings can be large; an effect the other way counts as inactive or inconclusive. A portion of the library, so the mix of outcomes need not match the whole.
molecule	RXFP1 agonist	LDHA block	Glioma ERSR ind	TrxR1 substrate	PI4K2A inh	USP1-UAF1 inh	Vif-APOBEC3G blk	Vif-APOBEC3F blk	IDH1 R132H inh
CCOc1ccc2[nH]c(=O)c(CN(CC3CCCN3CC)C(=O)NCc3ccccc3)cc2c1 (stereo not drawn)	0.8%	-5	-9%	22%	0	-28%	-1%	-4%	1%
Cc1cc(N2CC(C)OC(C)C2)nc(C(C)C)n1 (stereo not drawn)	0.4%	-7	-2%	7%[57.1 µM]	1	-4%	0%	-9%	19%
CC(C)Oc1cc(F)ccc1-c1cc(C(=O)NCc2ccccc2)[nH]n1	nt	-7	-3%	nt	1	nt	-1%	nt	nt
CCCCCC(=O)N1C[C@@H](O)[C@H](n2cc(COC(=O)c3ccccc3)nn2)C[C@@H]1c1ccccc1	nt	-11	2%	nt	3	-23%	-2%	-1%	0%
CC(C)(C(=O)O)n1cncn1	-1.3%	-6	-4%	15%	1	-11%	-1%	9%	-5%
O=C(CNC(=O)c1ccccc1F)NCCc1ccc(Cl)cc1Cl	-3.7%	-7	0%	2%[57.1 µM]	2	-1%	3%	-13%	-6%
Cc1nc(-c2c(-c3ccc(O)cc3O)noc2C(F)(F)F)cs1	1.9%	12	0%	-9%	-1	-27%	1%	-3%	8%
COC(=O)c1cccc(NC(=O)Nc2ccc(Cl)cc2Cl)c1	2.3%	0	-7%	9%[57.1 µM]	-1	-20%	0%	4%	2%
CC[N+](C)(CC)CC(O)COCC1COc2ccccc2O1 (stereo not drawn)	-2.8%	-17	-5%	-2%	-5	-6%	0%	-7%	7%
N#C/C(=C\c1c(N2CCC(C(N)=O)CC2)nc2ccccn2c1=O)S(=O)(=O)c1ccc(Cl)cc1	23%	-2	0%	-3%	-2	-19%	-3%	-7%	0%
Cc1oc(-c2ccc(Cl)cc2)cc1-c1nn2c(-c3ccoc3C)nnc2s1	0.2%	-1	-1%	-12%	-12	-10%	1%	5%	2%
CCN(CC)C(=O)c1c[nH]c2ccc(S(=O)(=O)Nc3cc(C)cc(C)c3)cc2c1=O	1.1%	0	-1%	-3%	2	-5%	-4%	6%	-2%

# Arranged by the number under IDH1 R132H inh (highest first): three from the list above.
Structure,IDH1 R132H inh
Cc1cc(N2CC(C)OC(C)C2)nc(C(C)C)n1 (stereo not drawn),19%
CC[N+](C)(CC)CC(O)COCC1COc2ccccc2O1 (stereo not drawn),7%
COC(=O)c1cccc(NC(=O)Nc2ccc(Cl)cc2Cl)c1,2%

# Continuation.
molecule	RXFP1 agonist	LDHA block	Glioma ERSR ind	TrxR1 substrate	PI4K2A inh	USP1-UAF1 inh	Vif-APOBEC3G blk	Vif-APOBEC3F blk	IDH1 R132H inh
CCC(=O)c1ccc(OC(=O)c2cccs2)cc1	nt	-8	2%	9%[57.1 µM]	0	-6%	-4%	6%	-1%
Cc1ccc(C(=O)ONc2ccc(N=O)cc2)cc1	1.0%	8	-1%	-5%	?	-16%	0%	-13%	2%
OC(c1ccc(F)cc1)C(CN1CCOCC1)c1ccccc1 (stereo not drawn)	2.2%	-8	-2%	-5%	2	-19%	-6%	5%	-1%
OC(COCc1ccco1)CN1CCN(C(c2ccccc2)c2ccccc2)CC1 (stereo not drawn)	0.1%	-12	-3%	-7%	-4	-1%	1%	-3%	4%
COc1ccccc1Nc1ccc(NS(=O)(=O)c2ccc(C(C)=O)cc2)cc1	0.8%	-1	5%	-9%[57.1 µM]	-1	-30%	0%	-6%	7%
COc1ccc(N(CC(=O)Nc2cccc(C(C)=O)c2)S(=O)(=O)c2ccccc2)c(OC)c1	-2.4%	-6	-3%	-5%	0	-8%	?	0%	0%
COc1ccc(N2CCN(C(=O)c3ccc(C)cc3)CC2)c([N+](=O)[O-])c1	2.2%	-11	2%	-14%	2	5%	1%	4%	2%
CC1C(=O)NN=C1C(=O)N/N=C/c1cccs1 (stereo not drawn)	-1.1%	3	-1%	-14%	-3	-20%	2%	0%	4%
CN1CCOC1c1ccc(C2OCCN2C)cc1 (stereo not drawn)	nt	-8	-3%	6%[57.1 µM]	-5	?	6%	-4%	1%
CCOC(=O)c1ccccc1NS(=O)(=O)c1ccc(OC)cc1	1.3%	-2	-4%	-4%	-5	-5%	-31%	5%	5%
O=C(NCCO)/C(=C\c1ccc([N+](=O)[O-])o1)NC(=O)c1ccccc1	1.2%	5	-3%	-1%[57.1 µM]	-4	-11%	-9%	-1%	18%
c1ccc(Cn2ncc3c(NCc4ccco4)ncnc32)cc1	0.1%	-2	-3%	-8%	-8	-9%	-20%	1%	-1%
CCOc1ccc(S(N)(=O)=O)cc1-c1nc2c(C(C)(C)C)nn(C)c2c(=O)[nH]1	3.3%	-10	-1%	-8%	-9	-5%	-1%	-9%	24%
N#Cc1ccccc1NC(=O)C(=O)NCCCN1CCCC1=O	0.2%	-6	-3%	-4%	-3	0%	2%	2%	6%
FC(F)Sc1ccc(NC(=S)NC2CCCCC2)cc1	-0.5%	-6	2%	-1%[57.1 µM]	11	-15%	3%	3%	-3%
O=[N+]([O-])c1cccnc1N1CCN(Cc2ccc3c(c2)OCO3)CC1	-0.5%	-8	-1%	5%[57.1 µM]	0	-24%	-1%	6%	17%
NC(=O)c1ccc(N=C2C(=O)Nc3ccc([N+](=O)[O-])cc32)cc1	-0.1%	-3	-5%	?	?	14µM*	-1%	-1%	4%
COc1ccccc1C(CC(N)=O)c1ccco1 (stereo not drawn)	0.2%	-4	0%	-9%	1	-1%	2%	-3%	3%
O=C(C1=C(O)C(=O)N(CCN2CCOCC2)C1c1cccc(Br)c1)c1cccs1 (stereo not drawn)	25%	3	-1%	-3%	8	-20%	-11%	17%	4%
N#C/C(=C\c1ccccc1)C(=O)NC(=O)Oc1ccccc1	-0.8%	-4	-4%	-14%	2	-5%	1%	6%	3%
CNC[C@H]1Oc2cc(Br)ccc2S(=O)(=O)N([C@@H](C)CO)C[C@@H]1C	nt	3	-3%	nt	-12	-22%	-12%	-6%	10%
C[N+](C)(C)CC(=O)N/N=C/c1c2ccccc2cc2ccccc12	-2.9%	-5	-2%	9%	-3	-8%	2%	-13%	11%
Cc1cccc(N2CCN(C(=O)C3CCN(S(=O)(=O)c4cccnc4)CC3)CC2)c1C	-0.6%	-4	-1%	4%	0	-25%	-1%	-2%	-3%
O=C(OCC(F)(F)C(F)F)c1ccccc1C(=O)Oc1ccc(F)cc1F	2.1%	6	-3%	-5%	3	-9%	1%	-3%	7%

# Filtered by structure, the entries above containing fluorine
molecule	RXFP1 agonist	LDHA block	Glioma ERSR ind	TrxR1 substrate	PI4K2A inh	USP1-UAF1 inh	Vif-APOBEC3G blk	Vif-APOBEC3F blk	IDH1 R132H inh
CC(C)Oc1cc(F)ccc1-c1cc(C(=O)NCc2ccccc2)[nH]n1	nt	-7	-3%	nt	1	nt	-1%	nt	nt
O=C(CNC(=O)c1ccccc1F)NCCc1ccc(Cl)cc1Cl	-3.7%	-7	0%	2%[57.1 µM]	2	-1%	3%	-13%	-6%
Cc1nc(-c2c(-c3ccc(O)cc3O)noc2C(F)(F)F)cs1	1.9%	12	0%	-9%	-1	-27%	1%	-3%	8%
OC(c1ccc(F)cc1)C(CN1CCOCC1)c1ccccc1 (stereo not drawn)	2.2%	-8	-2%	-5%	2	-19%	-6%	5%	-1%
FC(F)Sc1ccc(NC(=S)NC2CCCCC2)cc1	-0.5%	-6	2%	-1%[57.1 µM]	11	-15%	3%	3%	-3%
O=C(OCC(F)(F)C(F)F)c1ccccc1C(=O)Oc1ccc(F)cc1F	2.1%	6	-3%	-5%	3	-9%	1%	-3%	7%
